Screening results: PubChem BioAssay, several laboratories
CIT2-GFP yeast – modulators of CIT2-GFP expression in yeast, primary screen, S. cerevisiae, GFP fusion, multiplex flow cytometry, MLPCN library. S. cerevisiae CIT2-GFP strain, 3 h; 100 means same as DMSO wells. GFP response vs DMSO, % at 10 µM. 0.065% of 320,000 active. AID 2029, 2009;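 active = GFP response relative to DMSO above a set limit, near the screen mean plus 3 SD, cut at about 150% in these data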;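 also: ratio of well median GFP fluorescence to mean of DMSO wells on the plate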
GRK2 inh – compounds blocking aptamer binding on GRK2 – biochemical, human GRK2, bead flow cytometry, HTS, primary screen. Beta-adrenergic receptor kinase 1 (Homo sapiens), P25098. FAM-aptamer displacement from GRK2. inhibition of aptamer binding, % at 10 µM. 0.59% of 330,000 active;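 active = inhibition of aptamer binding above 40%, roughly 3 SD of noise, on plates passing a quality check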;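 also: median bead fluorescence of bound FAM aptamer so fluorescent compounds give negative values; no value below 0 was filed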
MCL1 BIM primary – inhibitors of MCL1 binding to BIM-BH3, primary screen, biochemical, fluorescence polarization; Induced myeloid leukemia cell differentiation protein Mcl-1 (Homo sapiens), Q07820; GST-MCL1 / FITC-Bim-BH3 fluorescence polarization; inhibition, % at 10.9 µM; 0.68% of 320,000 active; AID 2057, 2009;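 active = inhibition above the mean inhibition of all tested compounds plus 3 SD, set per campaign, cut at about 40% in these data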;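 also: 0% = DMSO wells and 100% = unlabeled Bim-BH3 peptide control; higher means more loss of mP so more displacement of Bim peptide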
Target sequence (Q07820 whole entry, looked up): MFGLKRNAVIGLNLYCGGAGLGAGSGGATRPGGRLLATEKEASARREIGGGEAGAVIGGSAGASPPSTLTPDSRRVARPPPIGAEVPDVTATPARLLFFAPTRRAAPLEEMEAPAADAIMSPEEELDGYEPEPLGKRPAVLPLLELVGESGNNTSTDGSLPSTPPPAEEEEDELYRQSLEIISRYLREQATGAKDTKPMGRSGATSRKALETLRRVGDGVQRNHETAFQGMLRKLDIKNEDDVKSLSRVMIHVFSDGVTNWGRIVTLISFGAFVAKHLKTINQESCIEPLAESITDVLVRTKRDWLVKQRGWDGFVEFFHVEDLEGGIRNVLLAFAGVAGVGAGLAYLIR
VLA-4 inh – inhibition in human VLA-4 binding assay, primary screen, VLA-4 allosteric modulator project, MLPCN library, flow cytometry, VLA-4 expressing cells. Integrin alpha-4 (Homo sapiens), P13612. ligand binding flow cytometry. inhibition, % (about 7 µM as worked out from the volumes in the protocol). 0.2% of 330,000 active. AID 2557, 2010; in the data active = inhibition above about 50%
GLD-1 TGE inh – GLD-1/TGE RNA complex disruptors, primary screen, biochemical, fluorescence polarization | purified GLD-1 + fluorescein TGE RNA | Female germline-specific tumor suppressor gld-1 (Caenorhabditis elegans), Q17339 | 0.44% of 320,000 active | inhibition, % at 5.96 µM;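 active = percent inhibition above a per-plate cutoff, the plate mean of test compounds plus 3 SD, cut at about 30% in these data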;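 also: 0% = DMSO wells with GLD-1 and probe and 100% = wells lacking GLD-1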
Target sequence (Q17339 whole entry, looked up): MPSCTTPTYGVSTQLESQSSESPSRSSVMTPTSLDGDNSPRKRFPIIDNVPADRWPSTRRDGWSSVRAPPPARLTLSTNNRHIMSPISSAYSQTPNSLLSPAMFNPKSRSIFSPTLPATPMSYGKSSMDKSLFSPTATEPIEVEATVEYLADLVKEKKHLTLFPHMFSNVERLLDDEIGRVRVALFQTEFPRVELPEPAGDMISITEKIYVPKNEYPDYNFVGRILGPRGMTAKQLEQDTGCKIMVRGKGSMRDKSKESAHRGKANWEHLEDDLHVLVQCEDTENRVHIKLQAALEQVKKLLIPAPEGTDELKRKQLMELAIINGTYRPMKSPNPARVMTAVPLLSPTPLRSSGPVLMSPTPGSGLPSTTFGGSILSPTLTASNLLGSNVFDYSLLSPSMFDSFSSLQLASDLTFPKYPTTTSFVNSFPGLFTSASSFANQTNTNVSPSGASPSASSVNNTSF
BCLXL inh – inhibitors of human Bcl-xL, primary screen, biochemical, fluorescence polarization, HTS. GST-Bcl-xL / FITC-Bim BH3 peptide fluorescence polarization. inhibition, % at 10.9 µM. 0.7% of 320,000 active;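 active = inhibition above the mean of all tested compounds plus 3 SD, cutoff set per campaign, cut at about 30% in these data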;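 also: 0% = DMSO wells and 100% = unlabeled Bim-BH3 peptide competitor; inhibitors lower millipolarization by displacing the labeled peptide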
Target sequence (Q07817 whole entry, looked up): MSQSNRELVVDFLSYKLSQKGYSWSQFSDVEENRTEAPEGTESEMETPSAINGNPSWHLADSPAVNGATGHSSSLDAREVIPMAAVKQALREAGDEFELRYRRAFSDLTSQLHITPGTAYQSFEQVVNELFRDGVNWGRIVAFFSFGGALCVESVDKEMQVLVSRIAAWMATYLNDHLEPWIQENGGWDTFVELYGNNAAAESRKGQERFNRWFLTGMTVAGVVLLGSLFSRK
CR mimetic SO – reduction of superoxide in aged yeast, primary screen, HTS; S. cerevisiae aged cells, superoxide DHE fluorescence; stronger effect = lower value; superoxide response (% of plate mean), % at 10 µM; 0.18% of 330,000 active;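 active = superoxide response under a set limit, about three screen SD below normal, cut at about 65% in these data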;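 also: yeast aged for seven days with compound at 30 °C before DHE staining; 100% = average MFI of all compound-treated wells on the plate with controls excluded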
MEX-5 binding – MEX-5 zinc finger RNA-binding disruptors – biochemical, C. elegans, fluorescence polarization, MLPCN library, primary screen. Zinc finger protein mex-5 (Caenorhabditis elegans), Q9XUB2. MEX-5/FITC-TCR2 RNA binding; stronger effect = lower value. activity score (negative = inhibition of binding), % at 10 µM. 0.38% of 300,000 active;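 active = inhibition past about -25% in most replicates, and total fluorescence under double the plate's negative control median, limit read from the data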;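 also: 0% = DMSO and -100% = 5 µM competing unlabeled TCR2 RNA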
AGP1 TOR yeast – modulators of AGP1-GFP expression in yeast TOR pathway, primary screen, cell-based, multiplex flow cytometry, S. cerevisiae, MLPCN library; 3 h; GFP as percent of DMSO wells; GFP response vs DMSO, % at 10 µM; 0.02% of 320,000 active; AID 2066, 2009;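 active = GFP response relative to DMSO above a set limit, near screen average plus 3 SD, cut at about 150% in these data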;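 also: median GFP channel fluorescence of the gated AGP1 strain per well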
The depositor's hits bear a star; / = not tested or not shown.

SMILES	CIT2-GFP yeast	GRK2 inh	MCL1 BIM primary	VLA-4 inh	GLD-1 TGE inh	BCLXL inh	CR mimetic SO	MEX-5 binding	AGP1 TOR yeast
C=CCN1/C(=C2/SC(=S)N(C)C2=O)Sc2ccccc21	104	0	-73	-246	-27	-33	96	-1.2	103
CC1Sc2ccc(S(=O)(=O)NCCc3ccccc3)cc2NC1=O (centres undefined)	99	0	-8	-2	4	1	93	4.0	97
Cn1ccc(C(=O)N/N=C/c2cccnc2)n1	90	2	-3	4	1	-1	99	1.0	98
COc1ccccc1CCC(=O)N(C)CC(=O)Nc1ccc(F)cc1	102	0	2	15	2	1	102	2.0	98
CCOc1ccc2nc(NC(=O)CSc3nc4c(c(=O)n(C)c(=O)n4C)n3CC)sc2c1	109	1	-5	1	5	-1	93	-0.6	103
Cc1cccc(C#Cc2ccccc2)n1	88	0	4	-6	-4	11	84	/	84
Cc1cc(C)n(C(=O)CNC(=O)c2ccc(C(C)(C)C)cc2)n1	93	2	-4	19	-1	5	76	-1.1	100
Cc1nnc(N)nc1C	96	0	3	-4	-4	5	86	-3.5	94
COc1ccc(-c2csc(N3CCOCC3)n2)cc1OC	104	4	-5	-2	8	2	94	-1.7	96
COc1ccccc1NS(=O)(=O)c1cccc(NC(=O)c2cncc(Br)c2)c1	109	0	/	-9	2	/	102	/	95
COc1ccc(-c2coc3cc(O)c(OC)cc3c2=O)cc1	96	0	1	0	7	0	93	/	90
O=C(Nc1ccc(Cl)cc1)Nc1ccc(S(=O)(=O)Nc2ncccn2)cc1	95	2	-2	23	9	-1	117	-0.6	103
COC(=O)c1ccc(Cn2c(O)c(N=NC(N)=S)c3ccccc32)o1	85	0	21	8	-5	13	106	-1.9	94
O=C(Nc1nc(-c2cccnc2)cs1)c1ccccc1F	103	3	6	0	6	3	97	-3.2	114
Cc1ccc2nc(SCC(=O)Nc3cccc4ccccc34)nc(=O)n2c1	89	0	-7	0	3	2	108	-2.0	106
Cc1ccc(OCCn2ccc(=O)[nH]c2=O)cc1C	86	3	1	6	1	3	100	0.1	96
CCN(CC)CCN1C(=O)C(O)=C(C(=O)c2cc3ccccc3o2)C1c1cccnc1 (centres undefined)	104	2	-1	17	-2	9	96	-2.6	104
C=CCNC(=S)N/N=C(\C)c1cc(OC)c(OC)c(OC)c1	106	0	6	-6	1	1	107	-1.7	106
CCOc1ccc(-c2nnc(-c3ccc(OC)cc3)o2)cc1	78	0	2	5	5	6	102	-0.3	88
O=C(CCCSc1ccccc1)Nc1cccc(CO)c1	99	0	-4	-1	-6	-3	100	-0.2	102
COc1cc(/C=N/NC(=O)c2ccc(NC(=O)C3CCCCC3)cc2)ccc1O	96	0	/	6	/	/	106	-1.5	93
O=C(Nc1ccc(Cl)c(Cl)c1)c1cccnc1	106	0	5	2	-3	5	91	0.2	134
Cc1cc(C)cc(OCC(=O)N2N=C(C(F)(F)F)CC2(O)C(C)(C)C)c1 (centres undefined)	102	0	-29	9	-3	-22	107	-3.6	100
CCOC(=O)/C(C#N)=C\c1cc(OC)c(OC)cc1[N+](=O)[O-]	94	5	3	12	3	7	100	0.4	103
O=C(C1CCN(Cc2ccccc2O)CC1)N1CCN(Cc2ccc3c(c2)OCO3)CC1	106	4	4	-7	-4	2	83	-2.9	102
O=C(NCCCO)/C(=C/c1ccc(-c2cccc([N+](=O)[O-])c2)o1)NC(=O)c1ccccc1	115	1	0	5	-6	7	107	-0.6	113
CCOc1ccc(CC(=NCCc2ccccc2)C2=C(O)CC(C)(C)CC2=O)cc1OCC	90	3	4	14	0	-2	112	3.0	97
S=C1NCN(Cc2ccccc2)CN1C1CCCCC1	93	2	5	-1	9	1	96	-0.7	95
CCCN(CCC)c1nc(NC2CCN(C(=O)OCC)CC2)nc(OC)n1	102	4	4	-12	6	0	88	0.8	90
Cn1c(=S)c2[nH]c(SCCN3CCCC3)nc2n(C)c1=O	103	6	-6	12	1	1	115	-2.3	100
COc1cccc(C2CC(=O)Nc3c2c(=O)[nH]c2ncnn32)c1 (centres undefined)	97	1	2	9	-9	4	107	-1.3	100
O=C1OCCC1Sc1nnc(-c2ccco2)n1-c1ccccc1 (centres undefined)	110	2	-16	8	1	-10	96	-0.6	102
COc1ccc(C(c2sc3nc(C)nn3c2O)N2CCC3(CC2)OCCO3)cc1 (centres undefined)	91	3	-4	-3	-8	0	91	-0.4	90
CC(=O)c1ccc(NC(=S)Nc2ccc3cn[nH]c3c2)cc1	100	4	13	0	1	7	101	-1.4	105
COCCn1c(SCC(=O)Nc2ccccc2F)nnc1-c1ccoc1C	100	1	6	8	2	5	78	-1.4	101
CC(=O)c1cccc(S(=O)(=O)NCC(c2ccco2)N2CCCCC2)c1 (centres undefined)	108	0	3	5	-1	5	86	3.7	102
CC(C)Oc1ccc(CCN=C(N)N=C(N)N)cc1Cl	101	0	-3	-4	4	3	112	-3.4	91
COc1ccccc1NC(=O)CNC(c1ccccc1)c1ccccc1	95	1	4	4	4	-2	96	1.3	106
O=C(COC(=O)c1cc(=O)c2ccccc2o1)NCC1CCCCC1	99	0	-2	9	7	7	84	-1.4	104
CCN1CCN(c2ccc(S(=O)(=O)N3CCOCC3)cc2NC(=O)/C=C/c2ccc([N+](=O)[O-])cc2)CC1	104	0	-30	6	-2	-18	93	-1.8	100
COc1ccc(OC)c(C2NC(=O)NC(C)=C2C(=O)OCc2ccccc2)c1 (centres undefined)	103	0	1	4	-1	-1	89	0.1	107
CC1CCCC(C)N1C(=O)COC(=O)c1ccc[nH]c1=O (centres undefined)	111	2	-3	25	3	3	92	-2.0	107
COc1ccccc1NC1=NC(C)(C)N=C(N)N1	91	7	5	-9	2	4	101	2.0	98
Cc1cccc(C(=O)N2CCC(=O)N(C(COCc3ccc(Cl)cc3)Cc3ccccc3)CC2)c1 (centres undefined)	95	1	8	-7	-2	9	91	-0.8	105
CCOc1cc(C(=O)Nc2ccc(S(=O)(=O)NC3=NCCCCC3)cc2)cc(OCC)c1OCC	94	1	7	9	0	1	101	-0.7	100

3 compounds from above, sorted by molecular weight, descending.
SMILES	CIT2-GFP yeast	GRK2 inh	MCL1 BIM primary	VLA-4 inh	GLD-1 TGE inh	BCLXL inh	CR mimetic SO	MEX-5 binding	AGP1 TOR yeast
CCN1CCN(c2ccc(S(=O)(=O)N3CCOCC3)cc2NC(=O)/C=C/c2ccc([N+](=O)[O-])cc2)CC1	104	0	-30	6	-2	-18	93	-1.8	100
COc1ccc(C(c2sc3nc(C)nn3c2O)N2CCC3(CC2)OCCO3)cc1 (centres undefined)	91	3	-4	-3	-8	0	91	-0.4	90
O=C(COC(=O)c1cc(=O)c2ccccc2o1)NCC1CCCCC1	99	0	-2	9	7	7	84	-1.4	104

(cont.)
SMILES	CIT2-GFP yeast	GRK2 inh	MCL1 BIM primary	VLA-4 inh	GLD-1 TGE inh	BCLXL inh	CR mimetic SO	MEX-5 binding	AGP1 TOR yeast
O=C1c2ccccc2C(=O)N1/N=C/c1ccc(Oc2ccc([N+](=O)[O-])cn2)cc1	100	0	2	5	4	7	97	-1.4	93
CCCC(=O)O[C@]1(C(=O)CO)CC[C@H]2[C@@H]3CCC4=CC(=O)CC[C@]4(C)[C@H]3[C@@H](O)C[C@@]21C	89	1	-6	9	1	1	95	0.4	93
Cc1ccc(S(=O)(=O)N2CCCC(C(=O)NC3CCCC3)C2)cc1 (centres undefined)	96	2	-2	8	-3	1	105	-1.2	98
O=C(C1=C(O)C(=O)N(CC2CCCO2)C1c1ccc(Cl)cc1Cl)c1ccco1 (centres undefined)	100	0	2	-7	-13	3	126	0.8	97
CC(=O)c1ccc(N=C2C(=O)Nc3ccccc32)cc1	107	2	5	3	7	12	104	1.9	94
O=C(c1cccc(S(=O)(=O)N2CCN(c3ccccc3)CC2)c1)N1CC=C(c2ccccc2)CC1	100	2	3	-7	7	3	119	-2.9	97
O=C(C1=C[C@@H](c2csc3ccccc23)C[C@@H](OCCCCO)O1)N1CCN(Cc2ccc3c(c2)OCO3)CC1	64	0	-8	10	8	-4	100	1.4	83
COc1ccc(C)cc1NC(=O)NCc1ccco1	87	1	-2	-1	-3	4	118	1.3	100
CN(Cc1nc2ccccc2c(=O)[nH]1)C(=O)c1cc(C2CC2)nn1-c1ccccc1	97	1	-4	9	-6	-3	84	/	108
C/C(=N\Nc1nc2ccccc2c(=O)n1O)c1ccco1	105	2	34	16	-1	6	112	3.8	102
CCN(C1CCCCC1)S(=O)(=O)c1ccc(S(=O)(=O)N2CCN(CCC#N)CC2)cc1	104	1	1	-4	-2	6	99	0.7	105
O=S(=O)(c1cccc(-c2n[nH]c(=S)n2C2CCCC2)c1)N1CCOCC1	99	2	-1	-1	1	-6	115	0.9	79
CC(=O)NC(=S)Nc1ccc2oc(-c3cc(F)c(F)cc3Cl)nc2c1	99	0	10	7	1	8	92	-1.4	106
C[n+]1ccccc1/C=C/c1c(F)cccc1F	103	0	/	-1	/	/	101	-3.1	100
COc1ccc(S(=O)(=O)N2CCOCC2)cc1NC(=O)COc1ncnc2ccccc12	101	2	-5	5	3	2	98	-1.9	91
Cc1cc(C)n(-c2ccc(C(F)(F)F)cc2[N+](=O)[O-])n1	100	1	1	9	-3	-1	98	1.2	104
COc1cc(C(=O)NN(CCC#N)C2=NS(=O)(=O)c3ccccc32)cc(OC)c1OC	102	0	7	-1	2	3	106	-1.4	108
Cc1ccc(NC(=O)c2nc[nH]c2C(=O)N[C@@H](CCCCNC(=O)OC(C)(C)C)C(=O)OC(C)(C)C)cc1	94	0	7	-18	10	3	96	-3.0	91
CCCn1c(N)c(N(CCOC)C(=O)c2ccc(Cl)c([N+](=O)[O-])c2)c(=O)[nH]c1=O	112	0	1	2	8	6	113	0.2	104
CN(C)CCCN1C(=O)c2cccc3c([N+](=O)[O-])ccc(c23)C1=O	92	0	77*	-290	48*	76*	99	/	94
COc1ccc(N(CC(=O)NC2CCCC2)C(=O)c2ccc(C)s2)c(OC)c1	98	0	11	9	2	5	107	-2.3	106
COCCNC(=S)c1ccc(OC)cc1	106	0	12	4	-5	0	101	/	103
CCC(C)NC(=O)[C@H](CSCc1ccccc1)N1Cc2ccccc2C1=O (some centres undefined)	105	0	10	7	5	1	90	2.1	106
COc1cc(/C=C(\C#N)C(=O)Nc2ccc(SC(F)F)cc2)cc(OC)c1OC	108	0	3	5	10	-2	95	-5.1	109
COC(=O)c1ccc(NC(=O)COc2ccc(N(C)S(=O)(=O)c3ccc(C)cc3)cc2)cc1	98	0	-4	9	4	2	165	/	100
O=C(NNC(=O)c1ccccc1[N+](=O)[O-])c1cccs1	98	0	4	-23	3	3	109	-9.0	98
Cc1[nH]c2ccccc2c1N=Nc1cc(C(=O)O)cc(C(=O)O)c1	99	0	7	10	7	4	83	0.7	100
COc1ccccc1CN1CCNC(=O)C1CC(=O)NCc1cn(C)nc1C (centres undefined)	97	0	8	28	8	9	118	-3.4	102
O=C(c1csc2c1CCCC2)N1CCN(c2ccc(F)cc2)CC1	82	0	-1	-12	-7	3	106	-1.3	96
